# NR2E3 ag-1: agonists of human nuclear receptor NR2E3 | AID 2300 | actives 0.12% (n = 320,000) | Q9Y5X4 | inhibition of corepressor binding, % at 4.78 µM | GST-NR2E3/biotin-RetCOR TR-FRET, 1536-well;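 active = percent inhibition above the cutoff of mean plus 3 SD of all tested compounds, set per screening campaign, cut at about 20% in these data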;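 also: 0% = DMSO wells and 100% = biotin wells as full block of FRET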
# Target sequence (Q9Y5X4 whole entry, looked up): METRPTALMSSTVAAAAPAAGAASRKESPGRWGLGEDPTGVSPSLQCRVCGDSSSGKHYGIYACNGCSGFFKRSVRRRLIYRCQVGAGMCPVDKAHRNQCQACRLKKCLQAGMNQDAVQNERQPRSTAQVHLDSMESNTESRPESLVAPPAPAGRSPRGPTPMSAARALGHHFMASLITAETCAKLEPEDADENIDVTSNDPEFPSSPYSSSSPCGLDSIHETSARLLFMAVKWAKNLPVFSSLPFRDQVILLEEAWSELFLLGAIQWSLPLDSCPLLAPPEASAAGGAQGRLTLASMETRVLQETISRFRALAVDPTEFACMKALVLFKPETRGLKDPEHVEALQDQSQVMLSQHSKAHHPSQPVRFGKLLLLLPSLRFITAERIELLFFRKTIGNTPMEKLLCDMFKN
#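 Format: 1536-well format; test system: GST-NR2E3 and biotin-RetCOR proteins; read-out basis: percent inhibition of TR-FRET ratio; timing: 5 h incubation at 4 °C; detection: time-resolved FRET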
# NR2E3 ag-2: activates human NR2E3 receptor. Q9Y5X4. CHO-S Gal4-NCOR/VP16-NR2E3 two-hybrid, luciferase. inhibition of corepressor binding, % at 3.98 µM. actives 0.35% (n = 360,000). AID 602229;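 active = inhibition above the mean of all tested compounds plus 3 SD, cut at about 70% in these data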;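 also: 0% = DMSO with NR2E3 transfected cells and 100% = cells lacking NR2E3 construct; higher means lower luciferase signal from less NR2E3 corepressor binding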
# KKLEB cytotox: counter-screen for CF NF-kB inhibitors: cytotoxicity | KKLEB CF airway cells viability, ATPlite luminescence, overnight; active compounds read low; cells stimulated with P. aeruginosa culture filtrate | actives 0.36% (n = 360,000) | activity change (cytotoxicity), % at 5 µM;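 active = corrected activity change at or below -50% at 5 µM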
# HIF-2a inh: inhibitors of HIF-2a. actives 0.72% (n = 360,000). inhibition, % at 18.8 µM. 786-0 RCC cells HIF-2a reporter, luciferase luminescence, overnight;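 active = inhibition of the luminescence signal of 40% or more relative to plate controls, in a single-dose primary screen at 18.75 µM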
# PDI inh: blocks human protein disulfide isomerase activity | PDI insulin aggregation turbidity, A650, 90 min | AID 588391 | P07237 | actives 0.052% (n = 350,000) | inhibition, % at 10 µM;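 active = mean inhibition across replicates of 30% or more, whatever share of single replicates reach that level; inconclusive = mean inhibition below 30% while every single replicate reaches 30%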;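 also: absorbance from insulin aggregation driven by PDI reduction with DTT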
# Target sequence (P07237 whole entry, looked up): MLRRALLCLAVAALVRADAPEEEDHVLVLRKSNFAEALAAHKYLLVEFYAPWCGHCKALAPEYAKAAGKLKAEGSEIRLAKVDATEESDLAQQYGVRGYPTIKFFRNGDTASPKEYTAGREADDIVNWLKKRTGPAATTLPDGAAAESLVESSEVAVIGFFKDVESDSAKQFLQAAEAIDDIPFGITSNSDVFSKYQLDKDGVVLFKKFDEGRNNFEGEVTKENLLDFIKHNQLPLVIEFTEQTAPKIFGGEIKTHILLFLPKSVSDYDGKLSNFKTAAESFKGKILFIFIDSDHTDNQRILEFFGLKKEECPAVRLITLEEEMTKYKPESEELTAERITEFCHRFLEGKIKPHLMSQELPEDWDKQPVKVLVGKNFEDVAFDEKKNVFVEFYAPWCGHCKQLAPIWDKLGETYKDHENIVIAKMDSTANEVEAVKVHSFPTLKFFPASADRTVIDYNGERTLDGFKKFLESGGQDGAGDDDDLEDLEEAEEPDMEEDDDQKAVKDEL
# CF NFkB block: cystic fibrosis NF-kB activation inhibition. KKLEB NF-kB-GFP reporter, PAF-induced, GFP fluorescence overnight. inhibition, % at 5 µM. actives 0.86% (n = 360,000);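 active = at least 50% inhibition at 5 µM, scaled per plate between neutral and stimulator controls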;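 also: PAF is a Pseudomonas aeruginosa culture filtrate used as stimulus; plate controls were PAF-stimulated DMSO wells for no effect and unstimulated DMSO wells for full effect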
# Vif imaging: inhibitors of HIV Vif. actives 0.35% (n = 340,000). HEK293T cells, Vif self-association by quenched fluorescence, imaging, 24 h. AID 602346. inhibition, % at 7.49 µM; in the data active = inhibition above about 50%, passing the limit was not always enough; inconclusive = no clear call, values can overlap the other calls; inactive = below about 31%; also: some results filed as inactive read as strong as hits
# MITF TRPM1 inh: reduces MITF-dependent TRPM1 promoter luciferase signal; AID 488899; actives 0.83% (n = 330,000); SK-MEL-5 TRPM1 promoter luciferase, 24 h; inhibition, % at 12.5 µM;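 active = mean inhibition across replicates of 60% or more, whatever share of single replicates reaches that level; inconclusive = some that reach 60%, reason not given; inactive = mean inhibition across replicates below 60%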; also: values of inactives mirror those of a sister screen read the other way
# Peg3 prom inh: reduces Peg3 promoter-driven luciferase expression in HeLa. HeLa PEG-Prom luciferase reporter, luminescence, overnight. inhibition, % at 20 µM. actives 1.7% (n = 360,000);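 active = inhibition of at least 50% at 20 µM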
# Shn3 3UTR inh: reduces Shn3 3'UTR luciferase signal in osteoblasts; Clone20 osteoblast Shn3 3'UTR firefly luciferase, 24 h; inhibition, % at 12.5 µM; actives 0.52% (n = 360,000); AID 588674;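 active = mean inhibition of at least 75% with every replicate also reaching 75%; inconclusive = mean inhibition at least 75% but some replicate below; inactive = mean inhibition below 75%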;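 also: 0% = median of neutral control wells and 100% = pilot-screen positive control compound; some compounds past the cut are filed as inactive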
# CaV13 ICDI inh: Primary screen for inhibitors of IQ motif and Ca2+-dependent inactivation inhibitor domain binding in CACNA1D, Förster resonance energy transfer in living cells, …; inhibition, % at 12.3 µM; actives 0.098% (n = 340,000); HEK cells, CFP/YFP FRET ICDI-IQ, plate reader, 10 min; percent FRET-ratio fall versus neutral wells;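 active = mean replicate inhibition of at least 30% and at least 1% of replicates passing that level; inconclusive = only one of the two criteria is met; inactive = neither criterion is met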;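 also: 0% = median of the neutral control wells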
# * marks the source's active call; other numbers are inactive results; ? = inconclusive; nt = not tested or not shown.
item	mol	NR2E3 ag-1	NR2E3 ag-2	KKLEB cytotox	HIF-2a inh	PDI inh	CF NFkB block
1	COc1cccc(-n2cc(CN(C)Cc3nc(Cc4cccc(F)c4)no3)cn2)c1	2.6	1.4	-2.2	3.8	6.6	5.9
2	O=C(C1CC(=O)N(c2ccccc2)C1)N1CCCCCC1 (configuration not stated)	3.0	-42.1	3.9	-23.7	-6.3	-29.9
3	COc1cccc(-c2csc(N3CCN(CC(=O)Nc4ccc5c(c4)OCO5)CC3)n2)c1	-2.0	17.7	18.2	-33.9	-5.1	-26.0
4	COc1ccc(C2c3ccc4ccccc4c3Oc3ncn(CCN4CCOCC4)c(=N)c32)cc1OC (configuration not stated)	-3.6	-2.1	-15.3	17.9	23.2	22.1
5	O=C(c1cccc(N2C(=O)C3CC=CCC3C2=O)c1)N1CCCc2ccccc21 (configuration not stated)	1.7	-37.8	4.3	-60.9	-0.6	-14.6
6	COC(=O)c1c(NS(=O)(=O)c2ccccc2)csc1C	1.6	9.7	-0.1	12.1	2.3	-9.6
7	Cc1cc(C)nc(N(C#N)CC(=O)Nc2ccccc2)n1	0.8	-4.6	0.9	-18.7	0.0	0.7
8	COc1ccc(OC)c(NC(=O)COC(=O)c2ccc(OC)c(S(=O)(=O)N3CCCC3)c2)c1	1.2	-30.5	-42.0	20.1	7.5	22.9
9	O=[N+]([O-])c1cc(C(F)(F)F)ccc1NCC1CCCO1 (configuration not stated)	-0.3	-18.4	-0.7	-23.4	4.7	-1.4
10	CC(=O)N1CCN(C(=S)NCc2ccccc2)CC1	-2.6	5.9	2.1	16.7	9.7	2.2
11	Cc1ccc(C2=NCCn3nc4cc(C(F)(F)F)ccc4c32)cc1	-1.6	-41.3	-0.5	-91.0	2.1	0.8
12	Cc1ccc(C(C(=O)NC2CCCCC2)N(Cc2ccco2)C(=O)Cn2cnc3ccccc32)cc1 (configuration not stated)	3.1	-4.1	-6.3	30.4	-5.9	18.2
13	Cc1ccc(N(C)S(=O)(=O)c2cccc(C(=O)OCC(=O)N(C)Cc3ccccc3)c2)cc1	nt	12.5	18.5	7.2	8.5	-12.2
14	CCN(CC(=O)Nc1c(F)cccc1F)C(=O)c1ccc(-c2ccccc2)cc1	-2.5	16.1	-1.6	-40.0	13.3	-11.7
15	O=[N+]([O-])c1cccc(-c2nnc(-c3ccc4c(c3)OCO4)o2)c1	5.2	-65.3	14.9	-212.5	6.0	-45.9

item	Vif imaging	MITF TRPM1 inh	Peg3 prom inh	Shn3 3UTR inh	CaV13 ICDI inh
1	-6.6	11.9	-2.3	-5.7	-18.3
2	-2.0	-1.4	6.9	-15.1	-6.3
3	?	4.7	13.0	11.1	-6.2
4	2.5	32.7	20.2	24.9	-15.7
5	-3.3	1.8	-28.2	-43.3	-1.6
6	-2.9	-23.6	32.0	-0.9	-5.1
7	nt	-13.5	-0.8	2.6	nt
8	-5.5	-5.9	15.3	-4.2	-1.7
9	4.3	-16.8	-14.3	-26.7	3.6
10	18.7	-9.7	-1.7	-1.3	-3.4
11	6.2	6.6	-66.4	-78.7	-2.4
12	3.2	5.4	11.8	3.4	-0.7
13	-8.8	nt	16.6	3.7	-11.1
14	8.0	-8.1	-29.6	-13.0	-2.9
15	-5.5	-23.7	-314.7	-60.2	-4.4

# Going on with the list:
item	mol	NR2E3 ag-1	NR2E3 ag-2	KKLEB cytotox	HIF-2a inh	PDI inh	CF NFkB block
16	O=C(CSc1nnnn1-c1ccccc1)Nc1ncc(Cc2cc(Cl)ccc2Cl)s1	-5.2	-25.3	-0.9	19.3	0.5	5.6
17	COc1cccc(C(=O)Nc2cccc(OCC(=O)O)c2)c1	-4.4	-8.8	-0.5	2.8	-12.6	-3.9
18	O=C(NC1CCCCCC1)C1Cc2ccccc2CN1C(=O)c1ccco1 (configuration not stated)	0.0	-21.1	-4.9	-22.8	4.5	13.5
19	CCC(=O)N1N=C2CC(C)(C)OCC2C1c1ccccc1 (configuration not stated)	-3.0	20.3	-10.4	17.5	-6.5	14.1
20	CN1CCN(c2nc(-c3ccccn3)nc3ccccc23)CC1	2.6	-21.8	-0.9	-6.4	0.2	-9.5
21	Cn1cc(C[C@H](NC(=O)OC(C)(C)C)C(=O)N[C@@H](CO)Cc2ccccc2)c2ccccc21	4.5	-18.2	-4.4	11.5	-2.0	-13.3
22	CCCN(C(=O)c1c(CC)noc1C)c1c(N)n(Cc2ccccc2)c(=O)[nH]c1=O	-4.7	-4.0	8.9	0.2	4.0	-23.9
23	Cc1ccc(-c2cnc(C(O)c3cccc(Cl)c3)[nH]2)cc1 (configuration not stated)	nt	-39.0	0.0	-142.5	-0.6	-22.5
24	CC(=O)c1csc(COc2ccccc2)n1	0.1	-33.1	-5.1	-131.6	-2.7	4.2
25	CC(=O)c1ccc(NC(=O)N2C3CCC2CC(O)(c2cccnc2)C3)cc1 (configuration not stated)	0.7	-14.4	4.5	-13.4	17.5	-10.3
26	CCCn1cnc2c(=O)oc3ccccc3c21	-0.3	22.3	-0.9	14.0	0.3	14.4
27	COc1ccccc1C(C[N+](=O)[O-])c1c(N)n(C)c(=O)n(C)c1=O (configuration not stated)	-3.6	-5.3	-8.6	73.7*	5.7	47.8
28	Cc1ccc(C(=O)NC2CC3CCC(C2)N3C)cc1 (configuration not stated)	5.0	16.0	-6.8	9.0	7.5	-8.7
29	CC(C)CCC(O)(CCC(C)C)C(=O)NNc1ccccc1	1.2	-7.4	8.3	17.3	3.2	-2.1
30	N#Cc1cc(-c2ccccc2)[nH]c1-c1nccc2ccccc12	2.9	-13.3	-10.1	-25.9	5.4	0.0

item	Vif imaging	MITF TRPM1 inh	Peg3 prom inh	Shn3 3UTR inh	CaV13 ICDI inh
16	25.9	6.5	27.6	-5.6	nt
17	nt	5.8	14.1	0.4	nt
18	-0.5	1.8	-7.9	-5.8	-4.2
19	12.7	-4.2	19.2	1.9	-1.9
20	?	17.4	-9.7	-5.9	-3.6
21	-4.2	6.1	13.5	11.3	-9.5
22	2.5	-5.9	-12.0	0.0	-4.8
23	nt	nt	-60.2	-2.1	nt
24	-3.2	-18.1	-127.8	-21.5	-4.9
25	-1.6	8.4	-129.0	-3.1	2.5
26	2.5	7.9	12.9	0.8	-5.1
27	10.2	nt	104.3*	21.8	-4.7
28	6.0	-3.5	18.5	4.6	-2.5
29	3.2	-2.5	5.8	13.2	-4.6
30	-4.4	-1.4	-16.0	?	-1.6

# (cont.)
item	mol	NR2E3 ag-1	NR2E3 ag-2	KKLEB cytotox	HIF-2a inh	PDI inh	CF NFkB block
31	Cc1cnnc2c1-c1nonc1CC2	0.9	-34.1	2.4	6.1	4.0	-1.4
32	O=C(Nc1ccc(S(=O)(=O)Nc2ncccn2)cc1)c1cccc(Br)c1	nt	7.1	4.8	14.3	-1.5	-10.0
33	Cc1ccc(S(=O)(=O)N(C)c2ccc(OC(=O)c3ccc(N4CCCC4=O)cc3)cc2)cc1	-2.7	13.5	-6.3	6.5	-2.9	4.1
34	Cc1cc(C)c(S(=O)(=O)N(CC(=O)O)C2CCCCC2)c(C)c1	0.8	-3.5	6.1	6.7	-3.1	4.3
35	O=C(Cc1ccc(-c2ccccc2)cc1)NC(c1ccccc1)c1ccccc1	1.9	-11.5	-10.8	9.8	-7.4	10.3
36	COCCNC(=O)[C@@]1(Cc2ccccc2)C=C[C@@H](C)N1C(C)=O	-3.0	-58.7	0.0	-82.8	-10.0	6.6
37	O=C(NC1CCN(Cc2ccccc2)CC1)c1cc(S(=O)(=O)N2CCOCC2)ccc1Cl	nt	-11.9	-9.6	8.7	12.4	10.3
38	S=C(NCC(c1ccco1)N1CCCC1)Nc1ccccc1 (configuration not stated)	2.4	-11.9	9.9	10.0	10.7	8.4
39	C/C(CC(=O)Nc1ccc(C)c(Cl)c1)=N\NC(=O)Cc1cnc(N)s1	-0.9	-37.1	-6.6	-1.5	1.5	1.5
40	O=C(Cc1ccc(Cl)cc1)NNC(=O)C1CC=CCC1C(=O)O (configuration not stated)	3.7	11.6	8.7	4.0	-5.3	-8.0
41	Cc1ccc(NC(=O)COC(=O)CN2C(=O)C3CCCCC3C2=O)cc1S(=O)(=O)N1CCOCC1 (configuration not stated)	-3.0	-3.2	8.4	16.6	2.9	-4.3
42	O=C(CC(=O)N/N=C/c1c(F)cccc1Cl)NCCc1ccccc1	1.6	28.3	-1.7	20.2	4.8	-2.2
43	Cc1cc(S(=O)(=O)N2CCN=C2c2ccccc2)ccc1F	8.8	5.5	12.8	16.4	11.5	-6.3
44	CCOC(=O)N1CCN(C(=O)c2ccc3nc(-c4ccccc4)c(-c4ccccc4)nc3c2)CC1	-4.9	10.4	7.5	4.5	16.5	-0.6

item	Vif imaging	MITF TRPM1 inh	Peg3 prom inh	Shn3 3UTR inh	CaV13 ICDI inh
31	-6.7	3.0	16.4	10.3	-6.7
32	-0.3	10.7	12.6	10.0	-22.6
33	nt	1.7	-8.4	-9.7	-2.9
34	40.3	-5.4	3.8	11.2	-5.8
35	8.7	-4.8	-2.0	8.5	-3.0
36	-2.0	-13.8	-56.1	-38.3	-11.7
37	-3.8	-1.0	13.8	11.8	-19.1
38	5.0	3.5	8.6	5.5	-4.2
39	-1.2	-8.5	14.0	-9.5	-4.7
40	7.9	8.0	8.8	18.9	-3.3
41	-10.2	1.3	6.5	6.2	-14.3
42	-2.9	1.1	10.8	13.0	-4.4
43	-3.5	4.1	3.6	13.9	-3.8
44	-3.0	2.2	20.1	-6.1	-7.2

# Pulled one by one from the entries so far (4):
item	mol	NR2E3 ag-1	NR2E3 ag-2	KKLEB cytotox	HIF-2a inh	PDI inh	CF NFkB block
26	CCCn1cnc2c(=O)oc3ccccc3c21	-0.3	22.3	-0.9	14.0	0.3	14.4
31	Cc1cnnc2c1-c1nonc1CC2	0.9	-34.1	2.4	6.1	4.0	-1.4
15	O=[N+]([O-])c1cccc(-c2nnc(-c3ccc4c(c3)OCO4)o2)c1	5.2	-65.3	14.9	-212.5	6.0	-45.9
30	N#Cc1cc(-c2ccccc2)[nH]c1-c1nccc2ccccc12	2.9	-13.3	-10.1	-25.9	5.4	0.0

item	Vif imaging	MITF TRPM1 inh	Peg3 prom inh	Shn3 3UTR inh	CaV13 ICDI inh
26	2.5	7.9	12.9	0.8	-5.1
31	-6.7	3.0	16.4	10.3	-6.7
15	-5.5	-23.7	-314.7	-60.2	-4.4
30	-4.4	-1.4	-16.0	?	-1.6

# High-throughput results: PubChem BioAssay, several laboratories
